KOR beta-arrestin-1 – KOR antagonists, beta-arrestin recruitment, cell-based, luminescence, uHTS (AID 1778); one-dose inhibition, % at 10 µM; IC50 in µM for titrated hits; KOR beta-arrestin recruitment, luminescence, antagonist mode; higher % means a stronger effect; Kappa-type opioid receptor (Homo sapiens); hit rate 0.091% among 290,000; further: strong numbers were not always called active
M1AAP inhibition – P. falciparum M1AAP inhibitors, biochemical, fluorogenic H-Leu-NHMec substrate, 1536-well (AID 1445); Aminopeptidase N (Plasmodium falciparum (isolate 3D7)); recombinant M1AAP, H-Leu-NHMec fluorogenic kinetic assay; higher % means a stronger effect; one-dose inhibition, % at 30 µM; IC50 in µM for titrated hits; hit rate 0.42% among 220,000;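 active means primary inhibition above the hit cutoff, then over 50% inhibition at one or more dose response concentrations, cut at about 23% in these data, passing the limit was not always enough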;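 further: plate controls were DMSO full reaction for no effect and no enzyme background for full effect; strong numbers were not always called active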
AID2073 – inhibitors of Mint1-CaV2.2 protein interaction, biochemical, HTRF (AID 2073); hit rate 0.19% among 290,000; HTRF protein-protein interaction, Mint1-CaV2.2; higher % means a stronger effect; Voltage-dependent N-type calcium channel subunit alpha-1B (Homo sapiens); inhibition, % at 20 µM; hits with a dose series show IC50 in µM; in the data active means inhibition mostly above about 51%, no sharp cut-off; further: some results filed as inactive read as strong as hits
GPR55 activation – GPR55 agonists via beta-arrestin recruitment, primary screen, imaging, U2OS cells, beta-arrestin-GFP redistribution (AID 1961). activation, % at 10 µM, or EC50 in µM where a hit was titrated. U2OS GPR55 beta-arrestin-GFP redistribution imaging; higher % means a stronger effect. hit rate 0.048% among 290,000;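 active means activation above 40% with more than 50 cells counted in the well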;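 further: U2OS osteosarcoma cells stably expressing GPR55 and beta-arrestin-GFP; plate controls were DMSO negative control for no effect and LPI positive control for full effect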
P. falciparum M17LAP – P. falciparum M17LAP inhibitors, primary screen, biochemical, fluorogenic H-Leu-NHMec substrate, 1536-well (AID 1619). recombinant M17LAP, H-Leu-NHMec fluorogenic kinetic assay; higher % means a stronger effect. inhibition, % at 30 µM; hits with a dose series show IC50 in µM. hit rate 0.38% among 220,000;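 active means compound inhibiting the enzyme by more than half at any dose during confirmatory dose-response retesting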;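 further: plate controls were full reaction with DMSO carrier for no effect and no enzyme background for full effect; strong numbers were not always called active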
NOD1 NF-kB reporter – NOD1 signaling inhibitors, primary screen, cell-based, luminescence, uHTS (AID 1578). NOD1-driven NF-kB luciferase reporter cells, luminescence; higher % means a stronger effect. one-dose inhibition, % at 4 µM; EC50 in µM for titrated hits. hit rate 1% among 290,000; in the data active means inhibition mostly above about 36%, no sharp cut-off; inactive means mostly below about 34%;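 further: HEK-293T reporter cells stimulated with the NOD1 agonist gamma-tri-DAP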
Dynein cargo inh – inhibitors of GR-EGFP nuclear translocation, primary screen, dynein cargo transport inhibitor project, imaging, high-content, 3617.4 mouse cells; hit rate 0.47% among 220,000; z-score, hits read low; test concentration mostly 20 µM; stimulated with dexamethasone, 1 µM; stronger effect = lower value;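 active means plate z-score of nuclear minus cytoplasmic receptor signal below a set negative limit, without overly bright fluorescence or cell loss, cut at about -3.5 in these data, passing the limit was not always enough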;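 further: z-score of nuclear minus cytoplasmic ring GR-EGFP intensity difference per well; some compounds called inactive have numbers as strong as hits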
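Buffer or medium: tet-free, stripped-serum medium; reagent: dexamethasone at 1.0 µM final, 30 min; incubation: 48 h induction, 1 h compound, 30 min dex at 37 °C; measured by: formaldehyde fixation, Hoechst nuclear stain, 10x automated fluorescence imaging; read-out: nuclear-to-cytoplasmic GR-EGFP distribution per well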
KOR beta-arrestin-2 – KOR agonists, beta-arrestin recruitment, primary screen, cell-based, luminescence, uHTS (AID 1777); Kappa-type opioid receptor (Homo sapiens); KOR beta-arrestin recruitment, luminescence; higher % means a stronger effect; activation, % at 10 µM, or EC50 in µM where a hit was titrated; hit rate 0.02% among 280,000; in the data active means activation above about 50%, passing the limit was not always enough; further: a part of the inactive calls stands beside numbers as strong as those of hits
HEK293 NOD2/NF-kB – NOD2 signaling inhibitors, cell-based, luminescence, uHTS, HEK293 (AID 1566); HEK293 NOD2/NF-kB luciferase reporter, luminescence; higher % means a stronger effect; one-dose inhibition, % at 4 µM; EC50 in µM for titrated hits; hit rate 0.63% among 290,000; further: many of its hits are not listed in these tables
Dynein cargo inh cytoplasmic EGFP – recorded beside Dynein cargo inh, whose call it bears; z-score; measured here: cytoplasmic GR-EGFP intensity; stronger effect = higher value
Dynein cargo inh nuclear GR-EGFP – recorded beside Dynein cargo inh, whose call it bears; z-score; measured here: nuclear GR-EGFP intensity;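 lower value marks the stronger effect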
Dynein cargo inh cell count – second read-out of Dynein cargo inh, no call of its own (marks repeat the call); z-score; measured here: cell count per field
Starred values were filed as active, the others as inactive; . = no result given; [ ] = remark or other dose. Unless noted, no stated cut-off is given here; in the data, active means inhibition above about 50%; inactive means the rest.

Abbreviations: A = KOR beta-arrestin-1; B = M1AAP inhibition; C = AID2073; D = GPR55 activation; E = P. falciparum M17LAP; F = NOD1 NF-kB reporter; G = Dynein cargo inh; H = Dynein cargo inh cytoplasmic EGFP; I = Dynein cargo inh nuclear GR-EGFP; J = Dynein cargo inh cell count; K = KOR beta-arrestin-2; L = HEK293 NOD2/NF-kB
Molecule: COc1ccc(C(=O)C(OC(=O)c2ccc(C)c(NC(C)=O)c2)c2ccccc2)cc1 (centres undefined)
  A = -28% | B = 10% | C = -2% | D = -0.1% | E = 15% | F = -3% | G = 0.29 | H = -0.18 | I = -0.0018 | J = 0.073 | K = 4.1% | L = 14%

Molecule: CCSc1nnc(-c2ccccc2NC(C)=O)c(=O)[nH]1
  A = -33% | B = 4% | C = 25% | D = 0.0% | E = 19% | F = 39% | G = 0.81 | H = -0.24 | I = 0.7 | J = 0.3 | K = 12% | L = 2%

Molecule: COC(=O)[C@@]1(Cc2ccc(F)cc2)[C@H]2c3cc(C(=O)N(C)C)n(CCc4ccc(OC)c(Br)c4)c3C[C@H]2CN1C(=O)c1ccccc1
  A = 6% | B = 2% | C = 12% | D = 0.2% | E = 11% | F = -20% | G = -1.2 | H = 0.58 | I = -0.16 | J = 0.97 | K = -1.7% | L = -12%

Molecule: CC1Cc2ccccc2N1C(=O)CSc1nnc(CSc2ncccn2)n1C (centres undefined)
  A = -10% | B = 12% | C = 2% | D = -0.2% | E = 10% | F = -17% | G = 0.56 | H = -0.15 | I = 0.53 | J = 0.1 | K = 16% | L = -2%

Molecule: CN(C)S(=O)(=O)c1ccc(C(=O)Nc2nnc(-c3ccc4c(c3)CCCC4)o2)cc1
  A = -3% | B = -15% | C = 0% | D = -0.3% | E = -4% | F = 45% | G = 0.29 | H = -0.19 | I = 0.33 | J = 0.27 | K = -6.5% | L = 42%

Molecule: Cn1c2ccc(F)cc2c2ncn(CCN3CCOCC3)c(=O)c21
  A = -17% | B = -1% | C = 2% | D = -0.2% | E = 3% | F = -3% | G = 0.31 | H = -0.24 | I = 0.45 | J = 0.015 | K = -3.2% | L = 4%

Molecule: COc1ccc(C2C(C#N)=C(N)OC3=C2C(=O)CC(C)(C)C3)cc1OC (centres undefined)
  A = -12%[20 µM] | B = -1% | C = 45% | D = 0.5% | E = 5% | F = -14% | G = -0.21 | H = -0.15 | I = -0.11 | J = -0.86 | K = . | L = 4%

Molecule: COc1ccccc1CNC(=O)Cn1cc([N+](=O)[O-])ccc1=O
  A = 4% | B = . | C = 1% | D = -0.1% | E = . | F = -37% | G = . | H = . | I = . | J = . | K = -5.9% | L = -8%

Molecule: Cc1ccc(C(=O)Nc2ccccc2C(=O)N2CCN(c3ccccc3)CC2)cc1
  A = -15% | B = . | C = 0% | D = -0.2% | E = . | F = -18% | G = . | H = . | I = . | J = . | K = -3.3% | L = 4%

Molecule: O=S(=O)(c1cccs1)N1CN(Cc2ccco2)c2nc3ccccc3nc21
  A = 18% | B = 7% | C = -5% | D = 0.3% | E = 11% | F = -6% | G = 0.94 | H = -0.092 | I = 0.18 | J = -0.46 | K = 14% | L = 7%

Molecule: Cc1cc(C)nc(NC(=O)CN2C(=O)c3ccccc3C2=O)n1
  A = 9% | B = 11% | C = -6% | D = -0.3% | E = 12% | F = -6% | G = -0.022 | H = -0.34 | I = 0.15 | J = 0.07 | K = -5.3% | L = 10%

Molecule: Cc1cccc(Nc2ncccc2C(=O)NCc2cccs2)c1C
  A = 16% | B = -2% | C = -4% | D = 0.2% | E = -14% | F = 14% | G = -0.3 | H = -0.2 | I = -0.38 | J = 0.093 | K = 3.5% | L = 8%

Molecule: c1ccc2c(Oc3ccc4c(c3)OCO4)nncc2c1
  A = 23% | B = 4% | C = -3% | D = -0.2% | E = 2% | F = -60% | G = -1.1 | H = -0.026 | I = -0.52 | J = 1.2 | K = . | L = -95%

Molecule: COc1cccc2cc(C(=O)Nc3ccccc3Cl)/c(=N/NS(=O)(=O)c3ccccc3)oc12
  A = -7% | B = . | C = 14% | D = -0.2% | E = . | F = -5% | G = . | H = . | I = . | J = . | K = -4.2% | L = 14%

Molecule: NS(=O)(=O)c1cccc2cccnc12
  A = 48% | B = 9% | C = -2% | D = -0.3% | E = 0% | F = 17% | G = -0.45 | H = -0.18 | I = -0.17 | J = 0.18 | K = -0.3% | L = 8%

Molecule: CCOc1ccc(N(CC(=O)N2CCc3ccccc32)S(=O)(=O)c2c(C)noc2C)cc1
  A = 20% | B = 8% | C = 2% | D = -0.1% | E = 2% | F = 17% | G = 1.4 | H = -0.088 | I = 0.81 | J = -1.4 | K = -0.8% | L = 21%

Molecule: O=C(CNCc1ccco1)Nc1cccc(S(=O)(=O)N2CCCCC2)c1
  A = 34% | B = 16% | C = 20% | D = -0.1% | E = 9% | F = -2% | G = -0.027 | H = -0.24 | I = -0.064 | J = 0.27 | K = 0.4% | L = 8%

Molecule: COc1ccc(-c2nc(-c3ccccc3)c(-c3cc([N+](=O)[O-])ccc3C)[nH]2)cc1OC
  A = -6% | B = 2% | C = 3% | D = -0.1% | E = -8% | F = -2% | G = 0.53 | H = -0.27 | I = 0.36 | J = 0.82 | K = 1.2% | L = -9%

Reprinted from the listing for reference:
Abbreviations: A = KOR beta-arrestin-1; B = M1AAP inhibition; C = AID2073; D = GPR55 activation; E = P. falciparum M17LAP; F = NOD1 NF-kB reporter; G = Dynein cargo inh; H = Dynein cargo inh cytoplasmic EGFP; I = Dynein cargo inh nuclear GR-EGFP; J = Dynein cargo inh cell count; K = KOR beta-arrestin-2; L = HEK293 NOD2/NF-kB
Molecule: COc1ccc(C(=O)C(OC(=O)c2ccc(C)c(NC(C)=O)c2)c2ccccc2)cc1 (centres undefined)
  A = -28% | B = 10% | C = -2% | D = -0.1% | E = 15% | F = -3% | G = 0.29 | H = -0.18 | I = -0.0018 | J = 0.073 | K = 4.1% | L = 14%

Molecule: CCSc1nnc(-c2ccccc2NC(C)=O)c(=O)[nH]1
  A = -33% | B = 4% | C = 25% | D = 0.0% | E = 19% | F = 39% | G = 0.81 | H = -0.24 | I = 0.7 | J = 0.3 | K = 12% | L = 2%

Molecule: COC(=O)[C@@]1(Cc2ccc(F)cc2)[C@H]2c3cc(C(=O)N(C)C)n(CCc4ccc(OC)c(Br)c4)c3C[C@H]2CN1C(=O)c1ccccc1
  A = 6% | B = 2% | C = 12% | D = 0.2% | E = 11% | F = -20% | G = -1.2 | H = 0.58 | I = -0.16 | J = 0.97 | K = -1.7% | L = -12%

Screening data (PubChem BioAssay)

These rows are one share of the data; count on the stated rates, not on these rows.
